PDI inh = blocks human protein disulfide isomerase activity. inhibition, % at 10 µM. 350,000 compounds, 0.052% hits. AID 588391. PDI insulin aggregation turbidity, A650, 90 min. P07237;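 active means mean inhibition across replicates of 30% or more, whatever share of single replicates reach that level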;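 further: absorbance from insulin aggregation driven by PDI reduction with DTT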
Target sequence (P07237 whole entry, looked up): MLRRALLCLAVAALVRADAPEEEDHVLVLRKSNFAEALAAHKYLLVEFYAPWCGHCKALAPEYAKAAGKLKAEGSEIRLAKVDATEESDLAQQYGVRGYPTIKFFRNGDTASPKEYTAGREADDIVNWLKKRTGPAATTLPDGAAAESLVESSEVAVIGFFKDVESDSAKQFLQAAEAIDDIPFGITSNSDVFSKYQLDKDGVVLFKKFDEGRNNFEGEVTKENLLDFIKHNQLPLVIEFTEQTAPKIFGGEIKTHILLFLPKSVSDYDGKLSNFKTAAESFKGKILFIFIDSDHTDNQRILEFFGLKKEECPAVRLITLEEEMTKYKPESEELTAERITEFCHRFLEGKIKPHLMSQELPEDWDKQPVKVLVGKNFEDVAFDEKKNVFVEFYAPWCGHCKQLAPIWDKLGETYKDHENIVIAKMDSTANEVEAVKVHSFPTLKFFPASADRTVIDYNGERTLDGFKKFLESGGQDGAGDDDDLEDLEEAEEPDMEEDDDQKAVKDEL
m5-HT2A agonist = agonists of mouse serotonin 5-HT2A receptor (HTR2A); activation, % at 7.6 µM; P35363; 360,000 compounds, 0.66% hits; CHO-K1 mHTR2A beta-arrestin complementation, luminescence; percent of 30 µM serotonin response;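 active means activation above a run cutoff, the mean activation of all tested compounds plus 3 SD, cut at about 14% in these data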;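 further: 0% = plate median of compound wells and 100% = 30 µM serotonin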
Target sequence (P35363 whole entry, looked up): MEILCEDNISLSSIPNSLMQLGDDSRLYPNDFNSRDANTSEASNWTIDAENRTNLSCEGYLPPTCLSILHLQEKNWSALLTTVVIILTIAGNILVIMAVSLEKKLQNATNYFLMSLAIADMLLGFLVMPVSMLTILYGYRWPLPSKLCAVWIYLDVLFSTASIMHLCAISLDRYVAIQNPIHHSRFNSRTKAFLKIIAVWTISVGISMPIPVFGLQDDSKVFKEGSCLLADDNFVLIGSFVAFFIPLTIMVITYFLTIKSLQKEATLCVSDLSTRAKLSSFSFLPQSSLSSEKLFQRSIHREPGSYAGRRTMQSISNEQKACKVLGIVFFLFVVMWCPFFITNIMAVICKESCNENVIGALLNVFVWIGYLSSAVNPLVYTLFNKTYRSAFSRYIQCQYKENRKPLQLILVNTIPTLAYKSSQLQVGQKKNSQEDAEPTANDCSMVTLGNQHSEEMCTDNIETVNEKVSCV
Vif inh = inhibitors of HIV Vif; HEK293T cells, Vif self-association by quenched fluorescence, imaging, 24 h; inhibition, % at 7.49 µM; 340,000 compounds, 0.35% hits; AID 602346; in the data active means inhibition above about 50%, passing the limit was not always enough; further: some results filed as inactive read as strong as hits
Cardio protect = myocardial damage modulation in H9c2 cells | H9c2 cardiomyocytes, H2O2 injury protection, ATPLite, 2 h | protection from H2O2 cell death, % at 20 µM | 360,000 compounds, 0.63% hits | AID 588492;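 active means compounds giving at least 50% protection of heart cells from peroxide-induced death in the single-dose screen, raw or plate-pattern-corrected value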;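 further: 0% = DMSO wells with peroxide and 100% = DMSO wells without peroxide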
Exocytosis inh = lytic granule exocytosis inhibition; TALL-104 LAMP-1 surface exposure, flow cytometry; cells stimulated with thapsigargin and PMA; 360,000 compounds, 0.66% hits; inhibition, % at 10 µM;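 active means inhibition above about 55%, limit read from the data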
N-glyco inh = blocks N-linked glycosylation in D54 reporter cells; AID 588692; D54 ERlucT glycosylation luciferase reporter, 24 h; percent of 100 nM tunicamycin response; 360,000 compounds, 0.23% hits; reporter increase, % at 12.5 µM;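 active means mean luciferase reporter signal, scaled so untreated is 0 and the glycosylation-blocking control 100, at or above a set limit in every replicate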;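 further: luciferase carries N-glycosylation sites so blocking glycosylation raises the light; 0% = median of neutral control wells and 100% = median of 100 nM tunicamycin wells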
CaV13 ICDI inh = Disruptors of the CACNA1D IQ motif to Ca2+-dependent inactivation inhibitor domain association, primary screening, Förster resonance energy transfer in intact living …; HEK cells, CFP/YFP FRET ICDI-IQ, plate reader, 10 min; percent FRET-ratio fall versus neutral wells; inhibition, % at 12.3 µM; 340,000 compounds, 0.098% hits; AID 743397;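 active means mean replicate inhibition of at least 30% and at least 1% of replicates passing that level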;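 further: 0% = median of the neutral control wells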
aDG glyco up = alpha-DG glycosylation activation; Pro5-aDG cells, alpha-DG glycosylation AlphaScreen (IIH6); 0% Pro5, 100% B10-LARGE cell signal; activation, % at 10 µM; 360,000 compounds, 0.22% hits;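 active means activation of at least 8% versus controls, or a plate z-score of at least 8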;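 further: Pro5 are CHO cells carrying HIG-tagged alpha-DG that lacks glycosylation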
ABCB6 inh 2 = human ABCB6 transporter inhibition; K562-ABCB6 porphyrin accumulation, flow cytometry, 1 h; hits give low values; fluorescence ratio to DMSO, % at 10 µM; 360,000 compounds, 0.19% hits;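 active means fluorescence ratio to DMSO below 75%, the collection mean minus 3 SD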;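 further: signal is porphyrin accumulated inside mitochondria; 100% equals median channel fluorescence of DMSO control wells; lower ratio means ABCB6 inhibition with less porphyrin fluorescence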
hiPSC survival = increases survival of single human iPS cells; AID 602274; 360,000 compounds, 0.044% hits; survival enhancement, % at 20 µM; hiPSC single-cell survival, ATPlite luminescence; 100% = ROCK inhibitor wells, 0% = DMSO; in the data active means survival enhancement above about 18%;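 further: cells exposed to compounds for 16 hours before the ATP read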
Numbers without * were called inactive; nt = not tested or not shown.

SMILES | PDI inh | m5-HT2A agonist | Vif inh | Cardio protect | Exocytosis inh | N-glyco inh | CaV13 ICDI inh | aDG glyco up | ABCB6 inh 2 | hiPSC survival
Cc1ccc2c(c1)[C@@H]1[C@H](CO2)[C@H](c2ccccc2)[C@]2(C)C(=O)N[C@H](C)C(=O)N12 | 1 | -7 | 0 | 16 | -3 | 3 | -11 | -0.3 | 100 | -1.4
CC(C)COC(=O)c1nnsc1NC(=O)Nc1ccccc1 | 1 | 0 | -9 | -2 | -3 | 1 | -5 | 0.1 | 97 | 9.3
COc1ccc(C(=O)NCCNc2ccccc2[N+](=O)[O-])cc1 | -1 | 0 | 5 | -14 | 1 | -8 | 5 | 0.3 | 98 | -4.2
COc1ccccc1N/N=C/c1c(CO)cnc(C)c1O | -4 | 5 | -3 | 8 | -2 | 5 | nt | -0.4 | 103 | 0.0
CNC(=O)C1(C(F)(F)F)C/C(=C\CCO)CCCO1 (configuration not stated) | -4 | 2 | nt | 18 | -4 | -1 | 2 | -0.1 | 103 | 1.7
Nc1ccc(NC(=O)CCN2CCOCC2)cc1 | -2 | -3 | -3 | 1 | -2 | 2 | -3 | -0.1 | 96 | 1.1
COc1ccc(C2(C(=O)Nc3ccc(OC)cc3OC)CCCC2)cc1 | 5 | -2 | 14 | 7 | 0 | -2 | -4 | 0.1 | 95 | 1.8
COC(=O)c1ccc(Nc2c([N+](=O)[O-])c(=O)oc3ccccc23)cc1 | 6 | 6 | -5 | -11 | 5 | -2 | -9 | 0.1 | 95 | 0.6
COc1ccc(/C=C(/NC(=O)c2ccco2)C(=O)N2CCOCC2)cc1 | -4 | -4 | 0 | -6 | -3 | 3 | -7 | 0.6 | 100 | 0.0
CCOc1c(C(=O)CC)cc2c(C)cc(=O)oc2c1C | -3 | 0 | 5 | 5 | 4 | 6 | -6 | 0.2 | 100 | 1.3
Cn1c(SCC(=O)NCc2ccco2)nnc1C1CCCC1 | -1 | -4 | -3 | -3 | 0 | 3 | -7 | -0.2 | 97 | -0.2
CN(C)N1C(N)=C(C#N)C(c2ccc(F)cc2)C2=C1CC(C)(C)CC2=O (configuration not stated) | -3 | -4 | 12 | 4 | -6 | 5 | -14 | 0.2 | 96 | -0.6
CCOCc1nnc(NC(=O)c2ccc(NC(C)=O)cc2)s1 | -3 | 9 | 2 | 6 | 6 | 1 | -2 | -0.3 | 95 | -1.8
O=C(COC(=O)c1ccc2ccccc2c1)NCc1ccccc1 | -8 | -2 | nt | -2 | 1 | 3 | -6 | -0.1 | 102 | -0.3
CCOc1ccc(NS(=O)(=O)c2ccc(OCC(=O)N3CCCC3)cc2)cc1 | -4 | 0 | 9 | -7 | -2 | -2 | nt | 0.0 | 103 | 4.3
Cc1ccc(C)c(NS(=O)(=O)c2ccc(-n3cccn3)cc2)c1 | -5 | -3 | 1 | -12 | -2 | 1 | -6 | 0.5 | 98 | -1.2
CN(C)C(=O)c1cccc(-c2cnc3c(NC=O)cc(-c4ccccc4Cl)cn23)c1 | 8 | -3 | -2 | 1 | -2 | 35* | -5 | 0.1 | 96 | 1.3
O=C(CN1CCC(O)(c2ccc3c(c2)OCO3)CC1)N1CCOCC1 | -5 | 7 | 24 | 3 | -2 | 1 | nt | 0.1 | 99 | -3.2
CC(C)N(CCn1c(SCC(=O)Nc2cccnc2Cl)nc2ccccc2c1=O)C(C)C | 11 | 2 | 12 | 13 | -2 | 1 | -2 | 0.0 | 94 | -0.4
C#CCO[C@@H]1C[C@H](n2cnc3c(=O)[nH]c(NC(=O)C(C)C)nc32)O[C@@H]1CO | 5 | 1 | 14 | 13 | 1 | 1 | -12 | -0.3 | 99 | -3.0
Cc1ccccc1C(=O)Nc1ccc(C(=O)N/N=C/c2ccc(F)cc2)cc1 | -1 | -2 | -3 | 10 | 3 | -4 | -4 | -0.1 | 96 | 0.9
COc1ccc(N2CCN(C(=O)CCc3nc(-c4ccc(C)cc4)no3)CC2)cc1 | 18 | 3 | 2 | -11 | -2 | 1 | -5 | 0.3 | 94 | -2.0
O=C(Nc1ccccc1Cl)C1CCCN(S(=O)(=O)c2ccc(F)cc2)C1 (configuration not stated) | 0 | 2 | 9 | 0 | -4 | -3 | -7 | -0.3 | 100 | 0.7
COc1cccc(CNC(=O)CCCn2nc(C)c3c(C)n(-c4ccc(C)cc4)nc3c2=O)c1OC | -3 | 5 | -4 | 3 | 0 | -2 | -18 | 0.7 | 101 | 0.5
COC(=O)c1nccnc1C(=O)Nc1ccccc1N1CCOCC1 | 4 | 7 | -3 | -1 | 4 | 2 | nt | 0.4 | 102 | -0.1
COc1ccccc1NC(=O)CSc1ccc(-c2ccco2)nn1 | 21 | -4 | -9 | 4 | 0 | -2 | -8 | 0.1 | 101 | 0.4
CC(C)C(c1nnnn1C1CCCC1)N1c2ccccc2CC1C (configuration not stated) | -16 | 1 | 15 | 1 | -3 | -2 | -11 | -0.1 | 99 | 5.6
Cc1oc2cc3c(C(=O)N4CCCCC4)c(C)oc3cc2c1C(=O)N1CCCCC1 | -3 | -1 | -1 | -5 | 0 | -11 | nt | 0.1 | 95 | 0.4
Cc1ccc(NC(=O)c2cccc(S(=O)(=O)N3CCc4ccccc4C3)c2)nc1 | -3 | 6 | 0 | -7 | -2 | -4 | -4 | -0.4 | 96 | -0.4
O=C1c2ccccc2NC2(CCCC2)N1N=C1CCCC1 | -11 | 7 | -3 | 1 | -1 | 1 | -5 | -0.4 | 96 | 3.3
COc1ncnc2c1ncn2CC1COC(C)(C)O1 (configuration not stated) | -1 | 1 | 34 | -2 | 3 | 1 | -21 | 0.0 | 98 | 1.3
CCOc1nc(-c2ccccc2)ccc1-c1noc(COC)n1 | -2 | -3 | -1 | -9 | 3 | -6 | nt | -0.2 | 96 | -2.8
CN(C)c1ccc(C(=O)OCC(=O)NCCCc2ccccc2)cc1 | 2 | 2 | -12 | -2 | 8 | 1 | -4 | -0.1 | 93 | -0.4
O=C(CSc1ccccc1)N1CCC(N2CCC(C(=O)N3CCCC3)CC2)CC1 | 1 | -4 | -4 | -1 | 2 | 1 | -6 | -0.2 | 99 | -0.2
Cc1cc(Cl)ccc1N(CC(=O)N(C)Cc1ccccc1)S(C)(=O)=O | 1 | -6 | 6 | -6 | -1 | 2 | 14 | -0.3 | 79 | 2.8
O=C(N/N=C1/CC2CCC1C2)c1cc2ccccc2cc1O (configuration not stated) | -4 | 3 | 7 | 23 | 0 | 0 | -6 | -0.1 | 97 | -0.4
OC[C@H]1O[C@H](OCCc2ccc(O)cc2)[C@H](O)[C@@H](O)[C@@H]1O | 4 | 5 | -4 | -1 | -2 | 2 | -11 | 0.1 | 103 | -0.4
COC(=O)CCCC1=CC2=C(c3ccccc3)C(=O)C(C)(OC(=O)C3CCCC3)C(=O)C2=CN1CC1CC1 (configuration not stated) | 3 | 2 | nt | -1 | 0 | 0 | -21 | 0.1 | 114 | -1.9
O=C(NC1CCCC1)C(c1ccc(Cl)cc1)N1CCc2ccccc21 (configuration not stated) | -3 | 3 | 17 | -8 | -3 | 2 | -6 | 0.1 | 101 | -0.4
CC(C)OCCCN1CN(S(=O)(=O)c2ccccc2)c2nc3ccccc3nc21 | 10 | 3 | -13 | -4 | 2 | -3 | -7 | 0.1 | 107 | -1.3
Cc1ccc(Cn2nnc3c(=O)[nH]c(C4CCCN(C(=O)c5ccco5)C4)nc32)cc1 (configuration not stated) | 16 | -3 | -1 | -2 | -3 | 1 | -4 | -0.1 | 96 | 0.9
Cc1cc(C)c2c(=O)n3c(nc2c1)C(Cc1ccc(O)cc1)NC(=O)c1cc2ccccc2cc1-3 (configuration not stated) | 3 | -8 | nt | -5 | -5 | 3 | -5 | -0.6 | 95 | -1.1
CCCCOc1ccc(/C=C/C(=O)OCC(=O)c2c(N)n(C)c(=O)n(C)c2=O)cc1OCC | -4 | 2 | -1 | 5 | 0 | 0 | -6 | -0.3 | 96 | -0.1
CCOc1ccc(/C=C2\SC(=S)N(NS(=O)(=O)c3ccc(C)cc3)C2=O)cc1OC | -1 | -4 | -2 | 24 | 20 | 1 | -2 | 0.2 | 95 | 2.8
CC(C)(C)OC(=O)N(Cc1ccccc1)Cc1cccc(OCc2cccc(NC(=O)C3CC3)c2)c1 | 10 | 1 | -1 | -3 | 0 | -7 | -6 | 0.0 | 99 | 1.3
Cc1cccnc1NC(=O)COc1ccc2oc3c(c2c1)CCCC3 | 5 | -2 | -11 | -9 | 0 | -1 | -5 | -0.2 | 89 | 3.9
O=C(NC(=S)Nc1ccc(S(=O)(=O)Nc2nccs2)cc1)c1ccc(Br)o1 | -2 | -6 | -6 | -5 | 1 | -1 | -6 | -0.1 | 96 | -1.4
COc1ccc(OC)c(S(=O)(=O)Nc2ccc3c(c2)n(C)c(=O)n3C)c1 | 9 | -2 | -9 | 5 | -15 | 28* | -7 | 0.0 | 96 | 0.0
O=C1N(c2ccccc2C(F)(F)F)O[C@]1(c1ccccc1)C1CCCCC1 | -5 | 8 | -6 | -4 | -1 | -1 | -6 | 0.0 | 101 | -0.1
CC(C)CNS(=O)(=O)c1ccc(CCC(=O)NCc2ccc(Cl)cc2)cc1 | 4 | 2 | -3 | -1 | -3 | 0 | -20 | 0.1 | 98 | 0.1
Next section.
SMILES | PDI inh | m5-HT2A agonist | Vif inh | Cardio protect | Exocytosis inh | N-glyco inh | CaV13 ICDI inh | aDG glyco up | ABCB6 inh 2 | hiPSC survival
COc1ccc(N(CN2C(=O)C3C4C=CC(C4)C3C2=O)C(=O)c2ccco2)cc1 (configuration not stated) | 1 | -1 | nt | -9 | 1 | -3 | -6 | -0.3 | 89 | 0.0
Cc1ccc(NC(=O)CCc2c(C)nn(-c3ccc(N4CCCCC4)nn3)c2C)cc1F | 6 | 0 | 6 | -5 | 12 | -1 | -2 | -0.2 | 108 | 0.3
C=CC1C(OC2OC(CO)C(O)C(O)C2O)OC=C(C(=O)OC)C1CC1CC(=O)CC(CC(=O)CCc2ccc(O)cc2)O1 (configuration not stated) | nt | -6 | 2 | 1 | -1 | 3 | nt | 0.0 | 99 | -0.7
CCOc1ccc(C(CC(=O)O)NC(=O)C(CC)c2ccccc2)cc1 (configuration not stated) | -3 | -5 | 13 | -4 | -1 | 0 | -2 | 0.0 | 106 | 0.2
CC(C)C(=O)Nc1ccc(-c2nc3ncccc3o2)cc1 | -3 | 2 | -4 | -12 | -7 | -15 | -2 | 0.0 | 89 | -0.6
C[C@H](CO)N1C[C@H](C)[C@H](CN(C)S(=O)(=O)c2cccc(C#N)c2)OCc2cnnn2CCCC1=O | -4 | 4 | 4 | 14 | 2 | 2 | -5 | -0.2 | 100 | 1.4
CC1(C(=O)NC2CCN(Cc3ccccc3)CC2)CCN1Cc1cc2ccccc2o1 (configuration not stated) | 8 | -10 | -3 | -5 | -6 | -4 | -5 | -0.2 | 97 | 2.1
CCOc1ccccc1OCCCC(=O)NCCc1ccc(S(N)(=O)=O)cc1 | 0 | -3 | 11 | -3 | -10 | 3 | -7 | -0.1 | 101 | -0.3

The order is random; any-hit rate near 3.1%.
